Source: PubChem BioAssay
E-sel inducer – induces E-selectin expression in human endothelial cells. P16581. activation, % at 7.58 µM. HUVEC E-selectin immunofluorescence imaging; normalized: neutral wells 0, TNF-alpha wells 100. 0.37% of 260,000 active. AID 686992;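 active = mean E-selectin-positive cell signal at least 10% of the positive control, reached in at least 60% of replicates, without over 20% cell loss; inconclusive = no rule given, readout overlaps actives, possibly toxicity-flagged; inactive = the rest, including those meeting only one limit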;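 note: in these data hits start at about 27%; measured in HUVEC primary endothelial cells; signal is the percent of cells scored E-selectin positive by PE staining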
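Assay system: HUVEC primary endothelial cells. Input: 3,000 HUVEC seeded per well. Doses: one compound dose added by pin transfer. Read-out basis: % PE-positive cells. Benchmarks: TNF-alpha high, DMSO low. Detection: immunofluorescence imaging. Buffer or medium: EGM-2, gelatin.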
RAD52 inh – inhibitors of human RAD52 DNA annealing; 0.46% of 360,000 active; recombinant RAD52 DNA annealing, FRET fluorescence; inhibition, % at 18.7 µM; P43351;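 active = every replicate showing at least 50% inhibition; inconclusive = mean inhibition at least 50% but not in every replicate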
Target sequence (P43351 whole entry, looked up): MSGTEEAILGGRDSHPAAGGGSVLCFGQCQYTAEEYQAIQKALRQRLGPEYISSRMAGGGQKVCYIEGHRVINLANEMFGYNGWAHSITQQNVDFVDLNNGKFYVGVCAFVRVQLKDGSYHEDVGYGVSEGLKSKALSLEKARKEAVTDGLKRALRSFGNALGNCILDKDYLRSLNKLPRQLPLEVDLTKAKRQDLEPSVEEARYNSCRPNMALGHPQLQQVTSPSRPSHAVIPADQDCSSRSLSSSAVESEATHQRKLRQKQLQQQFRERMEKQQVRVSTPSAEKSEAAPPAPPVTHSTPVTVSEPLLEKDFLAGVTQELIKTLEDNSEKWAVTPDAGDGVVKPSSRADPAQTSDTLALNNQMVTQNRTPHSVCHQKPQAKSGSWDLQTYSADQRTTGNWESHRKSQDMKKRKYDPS
Xi reactivation – reactivates the inactive X chromosome in mouse fibroblasts | XiGFP mouse fibroblasts, % GFP-positive cells imaging, 3 d; cells co-treated with 5-aza-dC sensitizer; scaled so ellipticine positive control = 100% | activation, % at 7.58 µM | 0.055% of 360,000 active;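 active = mean normalized replicate activation at least 10% and every replicate at or above 10%; inconclusive = only one of the two criteria met; inactive = mean below 10% and not all replicates reach 10%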;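 note: 0% = median of on-plate neutral control wells and 100% = ellipticine 6 µM median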
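System: SV40-immortalized XiGFP fibroblast cells, line 68-5-11 / Incubation: 3-day compound exposure, then 15 min fixation at room temperature / Compound: single concentration per compound, delivered by pin transfer / Buffer or medium: DMEM plus 5-aza-dC sensitizer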
EWS-Fli block – EWS/Fli transcriptional activity inhibition; inhibition, % at 12.6 µM; 0.67% of 350,000 active; A673 NR0B1-luciferase reporter, viability-normalised;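 active = mean inhibition of at least 50% after viability correction, with every replicate also passing that limit; inconclusive = mean reaches 50% but only one of two replicates passes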;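 note: firefly luciferase signal divided by Alamar Blue viability fluorescence both relative to DMSO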
S100A4 inh HTS – inhibitors of human S100A4 binding to myosin IIA peptide | inhibition, % at 10.7 µM | 0.14% of 360,000 active | S100A4/TAMRA-MyoIIA peptide fluorescence polarization;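 active = mean inhibition of at least 70% across replicates, with every replicate also reaching that level; inconclusive = mean inhibition reaches 70% but some replicates fall short; inactive = mean inhibition below 70%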
Target sequence (P26447 whole entry, looked up): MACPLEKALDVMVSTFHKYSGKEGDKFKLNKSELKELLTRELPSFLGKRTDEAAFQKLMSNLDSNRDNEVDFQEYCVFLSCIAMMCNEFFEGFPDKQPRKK
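Test system: S100A4 monomer protein. Medium: HEPES buffer with Ca2+, pH 7.2. Reagent: fluorescent myosin IIA peptide, 5 nM. Compound dosing: single-point compound testing. Timing: 5 min between mix addition and reading. Benchmarks: DMSO neutral and TFP positive wells.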
esBAF inh – blocks esBAF chromatin remodeling in mouse ES cells | 2% of 350,000 active | Bmi1-luciferase knock-in reporter, 24 h; 100% = twice the neutral-well signal | reporter increase, % at 12.5 µM; in the data active = activation above about 40%; inconclusive = no clear call, values can overlap the other calls;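 note: 0% = median of the plate's neutral control wells and 100% = double that signal; a rise in the Bmi1 reporter signal indicates esBAF inhibition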
FN deposition inh – fibronectin deposition inhibition. AH1F fibroblasts, Alexa488-fibronectin deposition fluorescence, overnight. inhibition, % at 12.6 µM. 0.086% of 350,000 active. AID 743247;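 active = mean inhibition across replicates of 30% or more, regardless of how many single replicates reach that level; inconclusive = mean under 30% yet at least half of replicates reach 30%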;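 note: positive control wells lacked labelled fibronectin entirely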
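Material: AH1F fibroblast monolayer depositing Alexa488-labelled fibronectin into matrix | Input: 10000 AH1F cells/well | Medium: DMEM plus 2% serum, read in PBS | Reagent: Alexa488-fibronectin, 24 nM final in well | Compound dosing: One dose per compound, pinned | Schedule: 1 h adhesion, overnight exposure | Measured by: Fluorescence at 485 nm excitation, 525 nm emission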
RAD54 branch – blocks human RAD54 Holliday junction branch migration; Q92698; FAM/BHQ fluorescence; inhibition, % at 10.4 µM; 0.14% of 360,000 active; AID 602329;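 active = mean normalized replicate activity at least 40 and at least half of replicates scoring 40 or more; inconclusive = only one of the two criteria met; inactive = mean below 40 and under half of replicates reaching 40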;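 note: 0% = median of neutral control wells and 100% = median of positive control wells; inhibitors cause a drop in the FAM fluorescence signal; in these data hits start at about 50%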
An asterisk follows results filed as active; ? = inconclusive; . = not tested or not shown; & = joins results of further samples.

SMILES	E-sel inducer	RAD52 inh	Xi reactivation	EWS-Fli block	S100A4 inh HTS	esBAF inh	FN deposition inh	RAD54 branch
CCc1ccc(C(=O)COC(=O)c2cncc(Br)c2)cc1	.	-27	0.1	-2	3	.	10	.
C[C@H]1CN([C@@H](C)CO)C(=O)CCCn2cc(nn2)CO[C@@H]1CN(C)C(=O)Nc1cccc(Oc2ccccn2)c1	-1.4&-0.1	-13&4	0.0&-0.4	-11&4&4	-1&13	2&3&-3	-7	-7&-4
C[C@@H]1CN([C@@H](C)CO)C(=O)c2cc(NC(=O)CCC(F)(F)F)ccc2O[C@@H](C)CCCCO[C@H]1CN(C)C(=O)Nc1cccc2ccccc12	0.3	.	0.1	39	.	-4	4	2
CCN=C1NC(c2ccc(Cl)cc2)C(C(=O)OC)=C(C)N1Cc1cccc(C(F)(F)F)c1 (configuration not stated)	-0.5	33	0.5	14	10	.	22	.
COc1cccc(/C=C/C(=O)OCCN2C(=O)c3ccccc3C2=O)c1	-0.1	-21	0.0	-8	-1	-3	2	-2
COc1ccc(S(=O)(=O)N2CCOCC2)cc1NC(=O)C1CC1	0.1	-8	0.1	-10	-35	.	-17	3
Cc1ccc(S(=O)(=O)Nc2ccc(-c3csc(-c4ccccc4)n3)cc2)cc1	.	-13	-0.1	-2	0	.	3	-2
N#Cc1ccc(C(=O)OCC(=O)Nc2ccc(S(N)(=O)=O)cc2)cc1	-1.6	-15	0.0	-34	-2	.	7	.
C#CCSc1nnnn1-c1ccc(Br)c(C)c1	.	-9	0.0	13	-3	-8	2	-8
CN1C(=O)c2cc(NC(=O)Nc3ccc(Cl)cc3)ccc2OC[C@@H]2O[C@@H](CC(=O)NCCN3CCCCC3)CC[C@H]21	0.0	53*	0.0	-14	7	3	3	10
Cc1ccccc1-c1nn(-c2ccc(F)cc2F)cc1CNCCCO	.	-6	0.0	-8	-3	5	3	1
CCOc1ccc(Oc2ccc(S(=O)(=O)N3CCOCC3)cc2N)cc1	-2.3	-11	-0.6	3	-3	.	-8	.
CN1C(=O)c2cc(NC(=O)c3ccccc3)ccc2OC[C@H]2O[C@@H](CC(=O)O)CC[C@H]21	0.0	-4	0.2	-1	3	3	6	6
COc1cccc(CNC(=O)C[C@@H]2C=C[C@@H](NC(C)=O)[C@@H](CO)O2)c1	0.2	-17	-0.3	2	-1	0	-7	6
CCC(=O)N1[C@H](CO)[C@@H](c2ccccc2)C12CN(C(=O)c1ccc(F)cc1)C2	-0.3	-2	0.2	3	0	.	.	.
Cc1ccc([C@H]2N[C@]3(CCCN(Cc4ccc(Br)cc4)C3=O)[C@H]3C(=O)N(Cc4ccccc4)C(=O)[C@@H]23)cc1	-0.2	-9	0.3	4	3	0	2	-14
CCCC(=O)N(c1ccc(F)cc1)C1C=CS(=O)(=O)C1 (configuration not stated)	.	7	.	-5	2	-4	.	-3
COc1cccc(CNC(=O)C[C@H]2C=C[C@@H](NC(=O)C3CC3)[C@@H](CO)O2)c1	-0.3	-14	0.5	7	-14	3	-26	-1
C[C@@H]1CN([C@@H](C)CO)C(=O)c2cc(N(C)C)ccc2O[C@@H](C)CCCCO[C@@H]1CN(C)C(=O)c1ccccc1	-0.1	-24	-0.1	-3	13	2	.	-2
Cc1cc(NC(=O)CN2C(=O)/C(=C/c3ccccc3F)SC2=S)no1	-0.1	-20	0.1	12	2	0	2	.
O=C(NCCCN1CCOCC1)C(=O)NCC1OCCN1S(=O)(=O)c1ccc(Cl)cc1 (configuration not stated)	-0.1	-34	0.7	-6	-3	-9	11	-5
CC(=O)Nc1ccc(NC(=O)C(Cc2ccccc2)NC(=O)C2CCCCC2)cc1 (configuration not stated)	-0.2	.	0.3	.	.	.	0	-12
N=c1c2c(n(Cc3ccc(Br)cc3)c3c1CCC3)CCCC2	.	-6	0.0	40	-3	.	10	.
O=C(Nc1cccc(S(=O)(=O)N2CCCC2)c1)c1cccnc1	.	-21	0.0	10	-1	.	1	3
Cc1noc(C)c1NC(=O)N(C)C[C@@H]1Oc2ncc(C#CC(C)C)cc2C(=O)N([C@H](C)CO)C[C@@H]1C	0.0	6	-0.7	6	-1	1	1	4
CC1(C)CC(=O)C/C(=N\NC(=O)C2CC23CCC3)C1 (configuration not stated)	3.0	-9	-0.4	-5	-5	.	5	.
O=S(=O)(Nc1ccc(Cl)cc1)c1ccc(N2CCOCC2)c(NC(=S)NCCN2CCOCC2)c1	-0.6	-9	0.0	6	-2	9	-6	-7
Cc1ccc2c(CN3CCC(C(N)=O)CC3)cc(=O)oc2c1C	.	-49	0.0	-11	0	0	7	-4
Cc1noc(C)c1S(=O)(=O)N(C)C[C@H]1Oc2ccc(NS(=O)(=O)c3cn(C)cn3)cc2C(=O)N([C@H](C)CO)C[C@H]1C	-0.2	-5	-1.1	-2	21	-1	.	6
Cc1cc(C)nc(NC(=S)Nc2ccc(F)cc2F)c1	12	6	0.0	-11	0	.	11	11

Reprinted at random: 2 entries already listed
SMILES	E-sel inducer	RAD52 inh	Xi reactivation	EWS-Fli block	S100A4 inh HTS	esBAF inh	FN deposition inh	RAD54 branch
N#Cc1ccc(C(=O)OCC(=O)Nc2ccc(S(N)(=O)=O)cc2)cc1	-1.6	-15	0.0	-34	-2	.	7	.
Cc1ccc2c(CN3CCC(C(N)=O)CC3)cc(=O)oc2c1C	.	-49	0.0	-11	0	0	7	-4

(further entries)
SMILES	E-sel inducer	RAD52 inh	Xi reactivation	EWS-Fli block	S100A4 inh HTS	esBAF inh	FN deposition inh	RAD54 branch
CCCCN(C(=O)C1CSC2(C)CCC(=O)N12)c1c(N)n(Cc2ccccc2)c(=O)[nH]c1=O (configuration not stated)	0.5	-1	0.2	1	-1	.	8	-10
O=C(NCc1ccc2c(c1)OCO2)C12CN(Cc3ccccc3)CC1C(c1cccc([N+](=O)[O-])c1)=NO2 (configuration not stated)	0.2	-27	0.0	8	-10	-10	5	-5
COc1cc(/C=N/n2cnnc2)ccc1Oc1nc(Cl)ncc1F	0.1	-20	0.2	-4	1	-3	-24	-4
NCCCCCc1nnc(SCC(N)=O)o1	3.0	-12	0.4	7	6	.	17	.
CCC(=O)N(C)C[C@H]1Oc2ncc(C#CC(C)(C)O)cc2C(=O)N([C@@H](C)CO)C[C@@H]1C	0.4	4	-0.1	-12	4	-1	12	-6
C=C1CCN([C@H](C(=O)OCc2ccc(C)cc2)C(C)C)S(=O)(=O)c2ccccc21	-0.9	-5	0.0	12	-1	0	2	8
COc1ccc(CN(Cc2ccc(C(=O)O)cc2)C(=S)Nc2ccccc2C)cc1OC	0.2	-11	0.4	-14	-15	-3	6	0
CC1CCN(c2c(NCc3ccc(C(=O)N4CCN(C5CCCCC5)CC4)cc3)c(=O)c2=O)CC1	0.4	-5	0.1	4	9	-6	0	6
Cc1ccc(NC(=O)CCCCCN2C(=O)c3ccccc3C2=O)nc1	.	-19	0.3	-1	6	3	-5	-4
CCc1nc2c(OCc3ccccc3C)cccn2c1N(C)C(=O)CC(C)C	-0.5	-19	0.1	11	6	-1	0	-4
CCc1nnc(NC(=O)c2cc(C)nc3ccccc23)s1	4.2	-22	0.0	0	3	6	-19	-2
CN(C)S(=O)(=O)c1cccc(NC(=S)N/N=C/C2CC=CCC2)c1 (configuration not stated)	.	-8	0.0	-10	-4	.	2	.
COc1ccc(S(=O)(=O)N2CCN(c3ccccn3)CC2)cc1[N+](=O)[O-]	.	-12	-0.2	23	-7	.	5	6
CO[C@@H]1CN(C)C(=O)c2cc(NC(=O)c3ccccc3F)ccc2OC[C@@H](C)N(CC2CCOCC2)C[C@H]1C	0.4	1	0.3	-2	14	9	8	-3
N=C(N)SCCc1cccc(CCSC(=N)N)c1	-0.1	9	0.0	-2	-2	-1	1	-5
Cc1ccc(C)c(C(=O)c2ccccc2NC(=O)c2ccccn2)c1	0.5	-9	0.2	?	-2	1	9	-3
O=C1SCCC1NC(=O)C(c1ccccc1)c1ccccc1 (configuration not stated)	0.6	-12	-0.1	-8	-5	.	0	-14
CCOC(=O)C1=C(COC(=O)Cc2ccc(OC)c(OC)c2)NC(=O)NC1C (configuration not stated)	-0.4	4	0.0	1	-1	2	2	3
C(=N/N1CCN(c2ccccc2)CC1)/c1cccs1	.	-41	.	-72	3	45*	.	10
CC(=O)NC(C)c1nc2ccccc2n1CC(=O)NC(C)CCc1ccccc1 (configuration not stated)	-2.1	-1	0.2	9	18	.	-1	.
CCn1c(C)nc2cc(C(=O)NNC(=O)[C@@H](NC(=O)c3cc(OC)cc(OC)c3)C(C)C)ccc21	-0.1	3	0.3	-2	20	-2	-4	-9
C[C@H]1CN([C@@H](C)CO)C(=O)c2cc(NC(=O)C3CCCCC3)ccc2O[C@@H]1CN(C)Cc1ccc(Cl)c(Cl)c1	-0.3	-28	0.1	11	11	1	.	0
CN1C(=O)c2cc(NC(=O)Cc3cccs3)ccc2OC[C@@H]2O[C@H](CC(=O)N[C@@H]3CCN(Cc4ccccc4)C3)CC[C@H]21	-0.1	16	0.2	1	8	-1	0	1
O=c1cc(CN2CCCCC2)c2ccccc2o1	0.2	-10	0.0	-4	0	7	-9	-7
COc1ccc2nc(NC(=O)CSCC(=O)Nc3cc(C)on3)sc2c1	-0.7	-3	0.1	28	0	.	-5	.
CC(=O)C(C(C)=O)C(c1ccccc1)c1nc2ccccc2[nH]c1=O (configuration not stated)	-0.1	-11	-0.1	-3	2	-4	-1	-13
CC(=O)c1ccc(N2CCN(C(=O)c3ccc4ccccc4n3)CC2)cc1	.	-6	0.0	1	-4	.	3	.
Cc1ccc(NC(=O)CCc2nc3ccccc3c(=O)[nH]2)cc1S(=O)(=O)N1CCOCC1	0.1	-13	0.0	5	-1	.	-8	-1
COc1cccc(/C=N/Nc2c(Cl)cncc2Cl)c1O	0.1	-2	0.0	-47	-9	?	10	17
O=C(N[C@@H]1C=C[C@H](CC(=O)N2CCc3ccccc3C2)O[C@@H]1CO)C1CCOCC1	-0.5	-5	0.2	-2	-1	.	.	.
CC(C)C#Cc1ccc([C@@H]2[C@@H](C#N)N(C(=O)c3cccc(F)c3)[C@H]2CO)cc1	-0.4	4	-0.1	11	-7	5	-20	0
CCCn1cnc2c(SCc3ccccc3)nc(N)nc21	.	-5	0.0	-38	5	.	-5	8
CC(C)c1ccc(CC(=O)N2CCC2(C)C(=O)NCCC#N)cc1 (configuration not stated)	1.1	0	0.0	3	25	0	-8	8
CC(C)NC(=O)N1[C@H](C#N)[C@@H](c2ccc(C#CC3CCCCC3)cc2)[C@H]1CO	-0.3	-7	-0.1	-8	0	7	1	1
CCN1CC(CNCc2cn(-c3ccc(OC)cc3)nc2-c2ccccc2Cl)CC1=O (configuration not stated)	-3.6	-45	0.1	1	-12	.	10	.
